FLuc inh counter – Photinus pyralis luciferase inhibition counter-screen; P08659; ATPLite firefly luciferase biochemical luminescence, 10 min; inhibition, % at 10 µM; 200,000 tested, 1.5% active; AID 1006;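 active means inhibition above about 50% when tested at 10 µM, limit read from the data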
Target sequence (P08659 whole entry, looked up): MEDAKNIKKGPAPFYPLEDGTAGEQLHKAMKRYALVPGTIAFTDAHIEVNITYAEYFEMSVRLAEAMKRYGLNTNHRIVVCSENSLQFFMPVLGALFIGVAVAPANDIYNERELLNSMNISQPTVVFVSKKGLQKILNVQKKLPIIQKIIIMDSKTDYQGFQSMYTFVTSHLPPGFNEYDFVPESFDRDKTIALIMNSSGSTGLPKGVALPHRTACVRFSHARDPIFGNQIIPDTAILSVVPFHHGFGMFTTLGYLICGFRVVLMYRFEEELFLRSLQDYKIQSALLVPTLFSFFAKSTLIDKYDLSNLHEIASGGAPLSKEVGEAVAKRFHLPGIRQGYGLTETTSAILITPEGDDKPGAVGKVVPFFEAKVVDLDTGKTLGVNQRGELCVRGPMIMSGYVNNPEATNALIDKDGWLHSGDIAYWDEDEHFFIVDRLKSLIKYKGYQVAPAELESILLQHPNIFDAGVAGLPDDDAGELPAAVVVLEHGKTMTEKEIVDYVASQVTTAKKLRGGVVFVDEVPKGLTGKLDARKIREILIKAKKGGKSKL
FLuc act counter – affects firefly luciferase, flagging false hits in luciferase stimulation screens. P08659. ATPlite luciferase biochemical, luminescence, 10 min; 0 = ATP-free wells, 1 = DMSO control. activation factor at 10 µM. 200,000 tested, under 10 active. AID 1027;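 active means luciferase activation factor, scaled between plate controls, of at least 2 with compound at 10 µM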
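Assay system: Luciferase/luciferin detection reagent, cell-free biochemical luciferase assay / Also added: ATP substrate / Schedule: 10 min at ambient temperature / Measured by: luminescence measurement of luciferase light output / Benchmarks: low control with PBS replacing ATP, high control enzyme plus ATP without compound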
NF-kB neuron act – NF-kB expression increase, human neuronal cells. fold change at 12.5 µM. NF-kB reporter expression; hits give high values. 190,000 tested, 1.6% active; in the data active means fold change above about 3.3
STAT1 activator – activators of IFN-gamma induced STAT1 signaling. NIH 3T3 STAT1-luciferase reporter, luminescence; 100% = IFN-gamma alone, no compound. 200,000 tested, 2.6% active. AID 932. activation (% of control), % at 5.5 µM;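 active means activation above the screen-wide mean activation plus 3 SD, cut at about 130% in these data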;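 further: raw ratio to IFN-gamma control signal so 100% means no change and 0% no light; values of inactives mirror those of a sister screen read the other way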
G6PDH counter – inhibits Leuconostoc G6PDH, flagging false hits in G6PDH-based assays | Purified L. mesenteroides G6PDH, diaphorase/resazurin coupled fluorescence, 45 min | inhibition, % at 5 µM | 200,000 tested, 0.12% active; in the data active means inhibition above about 50%
Diaph act CS – counter-screen for diaphorase-based assays: diaphorase activators and chemical reducers. Diaphorase/resazurin coupled assay, resorufin fluorescence, 16 min; hits give high values; 1 = vehicle wells, 0 = NADH-free wells. 190,000 tested, 0.005% active. activation factor at 20 µM. AID 1229;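 active means diaphorase activity raised at least twofold by the compound at 20 µM; inactive means activation factor below 2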
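test system = bacterial diaphorase enzyme (C. kluyveri) | quantity = enzyme 0.07 U/mL final | reagent = NADH substrate 0.114 mM plus resazurin dye 0.1 mM, final | incubation = 16 min enzyme reaction, ambient temperature | buffer or medium = HEPES pH 7.4 buffer with MgCl2 and Tween 20 | signal = fluorescence of resorufin, 544 nm excitation, 590 nm emission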
Diaph inh CS – inhibits diaphorase or chemically oxidizes, flagging diaphorase assay artifacts; 190,000 tested, 0.69% active; inhibition, % at 20 µM; diaphorase resazurin-to-resorufin fluorescence, NADH, 16 min; bacterial (C. kluyveri) enzyme, not human;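 active means primary screen inhibition at 20 µM above a set limit, cut at about 50% in these data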;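 further: plate controls were DMSO with full reaction for no effect and wells lacking NADH for full effect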
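System: Bacterial diaphorase enzyme (C. kluyveri) | Incubation: 16-min room-temperature incubation before reading | Benchmarks: No-NADH positive control and DMSO neutral control | Measured by: Resorufin fluorescence 544/590 nm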
TLR4-MyD88 BLA – blocks binding of human TLR4 to MyD88; inhibition, % at 8.4 µM; HeLa CL3-4 TLR4/MyD88 BLA complementation, FRET ratio; 200,000 tested, 0.18% active; O00206+Q99836; in the data active means inhibition above about 25%;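 further: 0% = vehicle and 100% = reference inhibitor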
APP transl inh – APP translation inhibition; inhibition, % at 2 µM; SH-SY5Y APP 5'UTR-luciferase reporter, luminescence; 190,000 tested, 0.82% active; AID 1285;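 active means inhibition above a set limit, derived from the sample mean plus 3 SD, cut at about 45% in these data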; further: values of inactives mirror those of a sister screen read the other way
APP 5'UTR act – APP 5'UTR luciferase reporter activation; activation, % at 2 µM; 190,000 tested, 1% active; SH-SY5Y APP 5'UTR luciferase reporter, luminescence; zero percent = DMSO vehicle wells;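 active means activation above a set limit, based on mean plus 3 SD of controls, cut at about 140% in these data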; further: values of inactives mirror those of a sister screen read the other way
The depositor's hits bear a star; . = no result given.

No. | structure | NF-kB neuron act | G6PDH counter | STAT1 activator | APP 5'UTR act | FLuc act counter
1 | C=CCSc1nc2sc(C)c(C)c2c(=O)n1N | 0.92 | 0 | 103 | 8 | 1
2 | Nc1nccc(-c2cccs2)n1 | 1.2 | 4 | 108 | 12 | 1
3 | C=CCSc1nc2c(cnn2-c2ccc(C)c(C)c2)c(=O)[nH]1 | 1.1 | -5 | 101 | -18 | 1.1
4 | CCCSc1nnc(-c2c[nH]c3ccccc23)n1C | 1.9 | -5 | 116 | . | 0.9
5 | O=C(NN1C(=O)C2C3C=CC(C4CC34)C2C1=O)c1ccc(Cl)cc1Cl (stereo unspecified) | 1.1 | 4 | 101 | 9 | 1
6 | Cc1cc(=O)[nH]c(SCC(=O)c2ccc(C(C)C)cc2)n1 | 1.3 | 7 | 97 | 24 | 1
7 | Cc1ccc(CC(=O)N2CCN(c3cccc(C(F)(F)F)c3)CC2)cc1 | 0.83 | 9 | 99 | -10 | 1
8 | CC1CCCN(C(=O)C2CCCN(S(=O)(=O)c3cccc4nsnc34)C2)C1 (stereo unspecified) | 1.1 | 3 | 102 | -3 | 1.1
9 | O=C(OCC(=O)N1CCc2ccccc2C1)c1cccs1 | 1.3 | 8 | 117 | -6 | 0.7
10 | COc1ccc(C)cc1S(=O)(=O)N(C)CC(=O)N1CCC(C(N)=O)CC1 | 0.98 | 9 | 112 | -5 | 1.1
11 | COc1ccccc1-c1c(-c2ccc(OCC(=O)NN)cc2O)n[nH]c1C(F)(F)F | 0.89 | 11 | 87 | -11 | 1
12 | Cc1ccc(N(C(=O)c2ccc(S(=O)(=O)N3CCOCC3)cc2)C2C=CS(=O)(=O)C2)cc1C (stereo unspecified) | 1.1 | 4 | 100 | -11 | 1

No. | APP transl inh | Diaph inh CS | Diaph act CS | TLR4-MyD88 BLA | FLuc inh counter
1 | -8 | 6 | 0.9 | -2 | -3
2 | -12 | 8 | 0.9 | 1 | 0
3 | 18 | 15 | 0.9 | 4 | -8
4 | . | 18 | 0.8 | -30 | 15
5 | -9 | 1 | 1 | -6 | 3
6 | -24 | 11 | 0.9 | 9 | 0
7 | 10 | 17 | 0.8 | -3 | -4
8 | 3 | 5 | 1 | -15 | -6
9 | 6 | 4 | 1 | 8 | 29
10 | 5 | -2 | 1 | 0 | -7
11 | 11 | 20 | 0.8 | -10 | -5
12 | 11 | 3 | 1 | -5 | -1

Entries of single compounds, looked up by structure.
`COc1ccc(C)cc1S(=O)(=O)N(C)CC(=O)N1CCC(C(N)=O)CC1` in the list: NF-kB neuron act: 0.98; G6PDH counter: 9; STAT1 activator: 112; APP 5'UTR act: -5; FLuc act counter: 1.1; APP transl inh: 5; Diaph inh CS: -2; Diaph act CS: 1; TLR4-MyD88 BLA: 0; FLuc inh counter: -7
`CCCSc1nnc(-c2c[nH]c3ccccc23)n1C` in the list: NF-kB neuron act: 1.9; G6PDH counter: -5; STAT1 activator: 116; APP 5'UTR act: .; FLuc act counter: 0.9; APP transl inh: .; Diaph inh CS: 18; Diaph act CS: 0.8; TLR4-MyD88 BLA: -30; FLuc inh counter: 15

Ordered by count of non-hydrogen atoms (low to high): some entries from above
No. | structure | NF-kB neuron act | G6PDH counter | STAT1 activator | APP 5'UTR act | FLuc act counter
2 | Nc1nccc(-c2cccs2)n1 | 1.2 | 4 | 108 | 12 | 1
1 | C=CCSc1nc2sc(C)c(C)c2c(=O)n1N | 0.92 | 0 | 103 | 8 | 1
4 | CCCSc1nnc(-c2c[nH]c3ccccc23)n1C | 1.9 | -5 | 116 | . | 0.9
6 | Cc1cc(=O)[nH]c(SCC(=O)c2ccc(C(C)C)cc2)n1 | 1.3 | 7 | 97 | 24 | 1
3 | C=CCSc1nc2c(cnn2-c2ccc(C)c(C)c2)c(=O)[nH]1 | 1.1 | -5 | 101 | -18 | 1.1
5 | O=C(NN1C(=O)C2C3C=CC(C4CC34)C2C1=O)c1ccc(Cl)cc1Cl (stereo unspecified) | 1.1 | 4 | 101 | 9 | 1
7 | Cc1ccc(CC(=O)N2CCN(c3cccc(C(F)(F)F)c3)CC2)cc1 | 0.83 | 9 | 99 | -10 | 1
8 | CC1CCCN(C(=O)C2CCCN(S(=O)(=O)c3cccc4nsnc34)C2)C1 (stereo unspecified) | 1.1 | 3 | 102 | -3 | 1.1
11 | COc1ccccc1-c1c(-c2ccc(OCC(=O)NN)cc2O)n[nH]c1C(F)(F)F | 0.89 | 11 | 87 | -11 | 1
12 | Cc1ccc(N(C(=O)c2ccc(S(=O)(=O)N3CCOCC3)cc2)C2C=CS(=O)(=O)C2)cc1C (stereo unspecified) | 1.1 | 4 | 100 | -11 | 1

No. | APP transl inh | Diaph inh CS | Diaph act CS | TLR4-MyD88 BLA | FLuc inh counter
2 | -12 | 8 | 0.9 | 1 | 0
1 | -8 | 6 | 0.9 | -2 | -3
4 | . | 18 | 0.8 | -30 | 15
6 | -24 | 11 | 0.9 | 9 | 0
3 | 18 | 15 | 0.9 | 4 | -8
5 | -9 | 1 | 1 | -6 | 3
7 | 10 | 17 | 0.8 | -3 | -4
8 | 3 | 5 | 1 | -15 | -6
11 | 11 | 20 | 0.8 | -10 | -5
12 | 11 | 3 | 1 | -5 | -1

The list continues:
No. | structure | NF-kB neuron act | G6PDH counter | STAT1 activator | APP 5'UTR act | FLuc act counter
13 | COc1ccc(C(=O)OCC[N+]2(C)CCOCC2)cc1 | 1.2 | 6 | 92 | -10 | 1
14 | CCn1c(-c2ccccc2)c[nH]c1=S | 1 | 0 | 103 | 8 | 1
15 | Cc1[nH]c2ccccc2c1C(=O)CN1C(=O)C(=O)N(C2CCCC2)C1=O | . | 8 | 96 | 13 | 1
16 | C=CCn1c(SCCOc2ccc(OC)cc2)nnc1C(CO)NC(=O)c1ccc(OC)cc1 (stereo unspecified) | 1.4 | 2 | 99 | 1 | 1
17 | Cc1cc(N=Cc2c(O)n(-c3ccc4c(c3)OCO4)c(=O)c3ccccc23)ccn1 | 0.39 | 4 | 95 | -5 | 1
18 | COc1ccc(CCC(=O)N2CCN(S(=O)(=O)c3ccc4ccccc4c3)CC2)cc1 | 0.81 | 3 | 84 | -3 | 1.1
19 | N#CCCN(Cc1cccnc1)C(=O)Nc1ccccc1 | 1.2 | 5 | 101 | 2 | 1
20 | Cc1ccc(-c2nnc(CSc3nc(C)nc4sc(C)c(C)c34)o2)cc1 | . | 18 | . | . | 1
21 | O=C(C1CCN(CC2CCCCC2)CC1)N1CCCC1 | 1.1 | 2 | 102 | -12 | 1
22 | O=C(O)/C=C\C(=O)Nc1cccc(C(=O)Nc2cccc(O)c2)c1 | 1.2 | 4 | 95 | 21 | 1
23 | O=C(N/N=C/c1ccc(Cl)c([N+](=O)[O-])c1)c1cnccn1 | 0.74 | 6 | 100 | 13 | 1
24 | CCOC(=O)C1=C(C)NC(C)=C(C(=O)OCC)C1c1ccc(O)cc1 | 1.5 | 4 | 90 | 6 | 1
25 | Cc1ccc(/C(N)=N/OC(=O)COc2ccc(Cl)c(C)c2)cc1 | 1.4 | 2 | 98 | 1 | 1.1
26 | Cc1cc(-c2nc3ncccc3o2)ccc1NC(=O)CC(C)C | 1.2 | -26 | 114 | 19 | 1

No. | APP transl inh | Diaph inh CS | Diaph act CS | TLR4-MyD88 BLA | FLuc inh counter
13 | 10 | 0 | 1 | -4 | -4
14 | -8 | 13 | 0.9 | 2 | 0
15 | -13 | -9 | 1.1 | -15 | 3
16 | -1 | 9 | 0.9 | -6 | -5
17 | 5 | 16 | 0.8 | -2 | 1
18 | 3 | 25 | 0.8 | 1 | -8
19 | -2 | 19 | 0.8 | -1 | -4
20 | . | -1 | 1 | . | -3
21 | 12 | -8 | 1.1 | -3 | -1
22 | -21 | 6 | 0.9 | -12 | 1
23 | -13 | 14 | 0.9 | 5 | 3
24 | -6 | 13 | 0.9 | 15 | 1
25 | -1 | 13 | 0.9 | -13 | -7
26 | -19 | 18 | 0.8 | -1 | -2
